FBPA coupling cs = counter-screen for Giardia aldolase inhibitors: coupling enzyme system; AID 2472; coupling enzyme system counterscreen, AmpLite Red fluorescence; actives 0.67% (n = 290,000); activity change, negative = inhibition, % at 58.2 µM, hits read low; in the data active means activity change below about -30%
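Compounds tested against the coupling enzymes alone at 57.5 uM final; readout was AmpLite Red fluorescence (525/598 nm) after 20 min at RT.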
PKM2 activator = increases activity of human pyruvate kinase M2 | AID 1631 | purified PKM2, Kinase-Glo ATP luminescence, activation; response scale: 0% is enzyme alone, no compound | P14618 | Potency, µM (top dose mostly 57.5 µM), inactives show top-dose activation, usual class: activators | actives 0.34% (n = 260,000); further: potency means the concentration at half of the fitted maximal effect; nearly all actives have a fitted effect of over 55% in size
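ATP formation by purified human PK-M2, quantified via coupled luciferase luminescence after 1 h at room temperature with 0.1 mM ADP and 0.5 mM PEP final.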
Giardia killer = kills Giardia lamblia | Giardia lamblia trophozoite viability | activity change, % at 7.66 µM, hits read low | actives 0.15% (n = 340,000); in the data active means activity change below about -80%; inconclusive means between about -30% and that limit;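 further: parasites exposed to compound for two days anaerobically before the ATP read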
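Each well holds 100 Giardia trophozoites and compound. After two days (48 hrs) at 37 deg C in anaerobic conditions, ATP is quantified by luminescence.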
B2AR arrestin = recruits beta-arrestin to the human beta2-adrenergic receptor | P07550 | beta-arrestin recruitment to beta2AR, cell-based reporter | Potency, µM (titrated, usually from 46.1 µM), inactives show top-dose activation, most hits filed as activators | actives 0.02% (n = 330,000);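 further: potency means the concentration at half of the fitted maximal effect; 0% = DMSO controls and full agonism = EC100 isoproterenol or metaproterenol; nearly all actives have a fitted effect of over 65% in size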
KCNH2 WT inh = inhibitors of human wildtype KCNH2 potassium channel; Q12809; U2OS, BacMam KCNH2, thallium flux FluxOr; hits give low values; activity change, % at 1.84 µM; actives 0.37% (n = 340,000);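 active means maximum activity change below -70%; inconclusive means maximum activity change between -70% and -50%; inactive means maximum activity change above -50%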
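U2OS cells transduced with wild-type KCNH2 virus are loaded with FluxOr dye for 45 min, and thallium flux is measured in kinetic reads before and after stimulation buffer. Rate constants are normalized to DMSO controls.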
USP2a block = USP2a (human) protease inhibition; O75604; USP2 core, Ub-CHOP2 coupled fluorogenic reporter, 485/531; Potency, µM (series often up to 38.3 µM), without a hit: top-dose activity change, negative = inhibition, hits mostly inhibitors; actives 0.01% (n = 330,000);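 further: potency means the concentration at half of the fitted maximal effect; plate controls were DMSO wells for no effect and full inhibition by NEM control for full effect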
Target sequence (O75604 whole entry, looked up): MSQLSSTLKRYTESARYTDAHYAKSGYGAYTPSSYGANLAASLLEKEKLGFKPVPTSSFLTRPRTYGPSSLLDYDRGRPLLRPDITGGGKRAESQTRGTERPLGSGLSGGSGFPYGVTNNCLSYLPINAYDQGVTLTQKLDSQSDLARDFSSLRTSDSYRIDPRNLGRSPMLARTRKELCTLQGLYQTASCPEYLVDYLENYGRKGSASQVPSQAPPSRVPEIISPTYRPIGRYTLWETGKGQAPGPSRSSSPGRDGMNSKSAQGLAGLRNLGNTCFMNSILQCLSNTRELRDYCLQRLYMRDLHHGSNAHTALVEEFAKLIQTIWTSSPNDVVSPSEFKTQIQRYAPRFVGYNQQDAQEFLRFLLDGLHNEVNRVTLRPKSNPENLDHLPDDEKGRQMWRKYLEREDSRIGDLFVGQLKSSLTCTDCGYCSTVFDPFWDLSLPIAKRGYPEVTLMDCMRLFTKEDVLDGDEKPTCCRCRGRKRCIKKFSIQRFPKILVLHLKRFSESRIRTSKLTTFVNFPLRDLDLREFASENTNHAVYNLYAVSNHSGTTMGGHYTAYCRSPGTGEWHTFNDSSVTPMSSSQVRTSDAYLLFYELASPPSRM
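Deubiquitinase activity read as fluorescence (485/531 nm) after Ub-CHOP2 cleavage activates the enterokinase reporter on its substrate; USP2 core 10nM, Ub-CHOP2 and substrate 25nM each, 30min compound preincubation then 60min RT; data normalized to NEM, curves fitted.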
Eya2 inh = inhibitors of human Eya2 phosphatase activity. recombinant Eya2, OMFP fluorescence dephosphorylation (OMFP is methylfluorescein phosphate). Potency, µM (top dose mostly 76.9 µM), for inactives: at the highest dose activity, negative = inhibition, usual class: inhibitors. actives 0.006% (n = 330,000). AID 488837; further: potency means the concentration at half of the fitted maximal effect
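Eya2 (0.2 uM) preincubated 10 min at ambient with compound, then OMFP substrate added at 50 uM; 10 min reaction in 50 mM HEPES pH 7.5, 50 mM NaCl, 5 uM MgCl2, 0.05% BSA, 1 mM DTT. Fluorescence read at Ex 485/Em 525 nm.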
uPA generation = cell surface uPA generation inhibition; cell surface uPA generation assay, qHTS; Potency, µM (doses to about 38.3 µM), inactives show top-dose activity change, negative = inhibition, actives largely listed as inhibitors; actives 0.31% (n = 330,000); AID 540303; active means well fitted inhibition curve with a large enough effect; inconclusive means small, poorly fitted or top-dose-only effect; inactive means no such curve, though single readings can be large or run the other way; tested in mouse RAW 264.7 cells; further: potency means the concentration at half of the fitted maximal effect; nearly all actives have a fitted effect of over 55% in size
KCNH2 3.1 inh = blocks the human KCNH2 3.1 channel isoform | U2OS KCNH2 3.1, thallium flux FluxOr; hits give low values | activity change, % (tested at about 1.8 µM) | actives 0.95% (n = 340,000) | AID 720553;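 active means maximum activity change below -70%; inconclusive means maximum activity change from -70% to -50%; inactive means maximum activity change above -50%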;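 further: thallium influx rate constant from kinetic fluorescence after stimulation buffer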
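Measured as rate of thallium-driven FluxOr signal in transduced U2OS cells carrying the 3.1 channel, read kinetically for 2 min upon stimulation; values are rate constants scaled to DMSO control wells.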
Chronic BCR inh = blocks chronic active B-cell receptor signaling | ABC-DLBCL IkBa-CBG/CBR reporter, luminescence ratio, 4 h | Potency, µM (doses to about 46.1 µM), inactives show at the highest dose ratio change, negative = lower green/red ratio, hits mostly inhibitors | actives 0.05% (n = 340,000) | AID 493014; active means well fitted inhibition curve with a large enough effect in the signal ratio, with a control signal flat, not every such curve was filed as active; inconclusive means small, poorly fitted or top-dose-only effect, or effect the other way, or a change in a side signal; the % refers to the signal ratio;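 further: potency means the concentration at half of the fitted maximal effect; plate controls were basal doxycycline-induced cells for no effect and cells given 10 µM MG132 for full effect; MG132 reads +100%, hits lower the ratio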
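Cell line TMD8 (human ABC DLBCL), stably expressing tet-inducible CBG68-IkBa fusion and CBR; IMDM/0.5% FBS; cpd up to 46 uM; dox induction, 4 h, 37C/5% CO2; dual luminescence; green/red ratio; MG132 control.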
GALK inh = galactokinase (human) inhibition. Potency, µM (series often up to 57.5 µM), for inactives: top-dose activity change, negative = inhibition, hits mostly inhibitors. AID 1868. P51570. Purified GALK, Kinase-Glo residual ATP luminescence. actives 0.007% (n = 270,000); further: potency means the concentration at half of the fitted maximal effect
Target sequence (P51570 whole entry, looked up): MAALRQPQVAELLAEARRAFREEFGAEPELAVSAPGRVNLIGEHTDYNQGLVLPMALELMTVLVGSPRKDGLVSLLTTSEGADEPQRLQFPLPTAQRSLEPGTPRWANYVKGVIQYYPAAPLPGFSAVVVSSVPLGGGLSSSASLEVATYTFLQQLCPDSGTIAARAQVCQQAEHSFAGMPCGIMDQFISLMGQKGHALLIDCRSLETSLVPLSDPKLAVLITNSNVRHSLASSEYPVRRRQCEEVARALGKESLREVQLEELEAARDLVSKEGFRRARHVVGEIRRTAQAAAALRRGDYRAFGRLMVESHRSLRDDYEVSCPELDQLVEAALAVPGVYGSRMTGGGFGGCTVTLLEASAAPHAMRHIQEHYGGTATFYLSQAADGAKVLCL
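ATP-depletion format; final 35 uM ATP, 100 uM D-galactose, 5 nM enzyme; pH 8.0 HEPES/Mg2+ buffer; 60 min RT; luminescence read 10 min after detection reagent.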
An asterisk follows results filed as active; ? = inconclusive; / = not tested or not shown; [ ] = dose if it differs, or a comment. Unless noted, the call rests on the fitted dose curve; in most records, active means well fitted curve in the direction sought with a large enough effect; inconclusive means small, poorly fitted or top-dose-only effect, or another doubt; inactive means no such curve, though single readings can be large; an effect the other way counts as inactive or inconclusive. Unless noted, on the % scale 0 is the no-effect control and ±100 the full control effect.

SMILES | FBPA coupling cs | PKM2 activator | Giardia killer | B2AR arrestin | KCNH2 WT inh | USP2a block | Eya2 inh | uPA generation | KCNH2 3.1 inh | Chronic BCR inh | GALK inh
O=C(CNS(=O)(=O)c1ccccc1)N/N=C\c1ccc(Cl)cc1 | 2 | -6% | 7 | -0.7% | 0 | 0% | -3% | 1% | 7 | -12% | 0%
COc1ccccc1NC(=O)C1CCCN(S(=O)(=O)c2ccc3[nH]c(=O)ccc3c2)C1 (stereo unspecified) | -1 | 1% | 11 | -1.2% | -5 | 1% | 6% | 7% | 1 | -10% | /
COC(=O)c1cc(NC(=O)CN(c2ccc3c(c2)OCO3)S(C)(=O)=O)ccc1Cl | 1 | -1% | -2 | 0.0% | -7 | 1% | 10% | -6% | -5 | 0% | 5%
Cc1cc(Nc2ccc(Cl)cc2)nc(NCc2ccccc2)n1 | -6 | 8% | 13 | -0.3% | 4 | 0% | -28% | -4% | -78* | ? | 2%
CC1CCN(C(=O)c2ccc(COc3ccccc3Cl)o2)CC1 | 2 | 2% | -4 | -0.2% | 19 | -7% | -19% | -4% | 2 | ? | -2%
Cc1ccc(N2C(=O)C3C(c4ccccc4)N4CCCN4C3(C)C2=O)cc1 (stereo unspecified) | 2 | -17% | -7 | -0.4% | 2 | 2% | 1% | -8% | 1 | 6% | 1%
Cc1nc2ccc(C(=O)N/N=C/c3cc([N+](=O)[O-])ccc3O)cc2[nH]1 | 1 | -9% | -20 | -0.1% | 44 | 0% | 2% | 4% | 9 | 3% | 3%
CS(=O)(=O)N1CCN(C(=O)Cc2ccc([N+](=O)[O-])cc2)CC1 | 1 | 3% | 8 | 0.5% | -17 | 0% | -2% | -18% | -27 | 7% | 5%
CCOC(=O)C1CCN(C(=O)CSc2cc(=O)n(CC)c3ccccc23)CC1 | 1 | 0% | 13 | -0.4% | -31 | 0% | -3% | -16% | 14 | ? | 1%
CC1CCCC(NC(=O)C2CCN(S(=O)(=O)N3CCC4(CC3)OCCO4)CC2)C1C (stereo unspecified) | 1 | -2% | -3 | -0.2% | 8 | -7% | 27% | 2% | 3 | ? | 2%
O=S(=O)(NCc1c(Cl)cccc1Oc1ccccc1)c1ccccc1 | 2 | -1% | 49[activator] | -0.2% | 2 | 3% | -4% | -9% | -38 | -1% | 1%
COc1ccc(C2=NCCn3c2c2ccc(C(F)(F)F)cc2[n+]3[O-])cc1 | / | / | -99* | 0.1% | 6 | 3% | 10% | 4% | 6 | 1% | /
O=C(CC(c1ccccc1)c1ccccc1O)NCCc1ccccc1 (stereo unspecified) | 0 | / | -20 | 0.4% | 18 | 1% | 7% | 7% | 6 | 2% | -4%
CCCC(C(=O)NC(C)(C)C)N(C(=O)c1snc(C(N)=O)c1N)c1ccc2c(c1)OCCO2 (stereo unspecified) | 2 | -2% | -2 | 0.4% | 3 | -1% | 11% | 4% | -5 | -6% | -1%
COc1ccc(C2=CC(=O)C[C@H](c3ccc4c(c3)OCO4)C2)cc1 | / | / | -7 | -0.9% | 1 | -3% | -25% | -1% | 9 | -1% | /
Cn1c(=O)n(C)c2cc(NC(=O)CSc3nc4ccccc4c(=O)[nH]3)ccc21 | -2 | / | 7 | 2.7% | -9 | 0% | 9% | 6% | 3 | ? | -2%
COc1cc(C2CC(=O)N(CC(=O)NCC3CCCO3)c3ccccc3S2)cc(OC)c1OC (stereo unspecified) | -1 | 0% | 3 | -0.3% | -32 | 1% | -3% | -2% | / | 0% | 7%
O=C(CCC(=O)N1CCOc2ccccc21)Nc1ccccc1Cl | 3 | -4% | 19 | -0.2% | -9 | -1% | -5% | 8% | 3 | -2% | /
C1CNCCNCCCNCCNC1 | -1 | -6% | / | -0.3% | / | -1% | 1% | / | / | 2% | /
O=C(O)CC(Cc1ccc(Cl)cc1)C(=O)NCc1ccccc1 (stereo unspecified) | 8 | -14% | -8 | 0.0% | -3 | 0% | 12% | 2% | 11 | -5% | 0%

Quoted from the listing:
Value for `Cn1c(=O)n(C)c2cc(NC(=O)CSc3nc4ccccc4c(=O)[nH]3)ccc21` in KCNH2 WT inh: -9
Value for `Cc1ccc(N2C(=O)C3C(c4ccccc4)N4CCCN4C3(C)C2=O)cc1` (stereo unspecified) in uPA generation: -8%

Next section.
SMILES | FBPA coupling cs | PKM2 activator | Giardia killer | B2AR arrestin | KCNH2 WT inh | USP2a block | Eya2 inh | uPA generation | KCNH2 3.1 inh | Chronic BCR inh | GALK inh
CCc1cc(Br)ccc1NC(=S)NCCc1ccccc1 | / | -3% | -13 | -0.2% | 15 | -3% | -6% | 2% | 0 | ? | 0%
Cc1ccc(NC(=O)c2ccc3c(c2)OCO3)cc1Cl | -5 | 6% | 6 | -0.5% | -3 | 0% | -15% | -23% | -6 | ? | 2%
COC(=O)c1ccc(Nc2cc(C)nc(-c3ccccc3O)n2)cc1 | 0 | 2% | -4 | 0.1% | 8 | -1% | 6% | 1% | 20 | ? | 1%
Cc1nn(C)c(Cl)c1CN1CCCC(CCC(=O)NCc2ccccc2F)C1 (stereo unspecified) | 1 | -3% | 5 | -0.2% | 4 | 3% | 4% | 0% | 4 | 6% | -1%
O=S(=O)(Nc1c(F)cccc1F)c1ccc(Cl)nc1 | / | / | -1 | 0.2% | -6 | -1% | 3% | -5% | -4 | -8% | /
CCCC1OC23CCCCC2C(C#N)(C#N)C1(C#N)C(=N)O3 (stereo unspecified) | -4 | 7% | 2 | -0.2% | -1 | 4% | -3% | 0% | 22 | 0% | 1%
Cn1cc(/C=C(\NC(=O)c2ccccc2)C(=O)N2CCOCC2)c2ccccc21 | 2 | / | 28 | -0.6% | 3 | 0% | 1% | -2% | 2 | 3% | 2%
O=C(NN1C(=O)c2ccccc2NC1c1ccc([N+](=O)[O-])o1)c1ccc(Br)cc1 (stereo unspecified) | 0 | 7% | ? | 11% | -2 | 1% | 13% | ? | -3 | ? | -1%
COc1cc(S(=O)(=O)N2CCOCC2)ccc1NC(=O)COC(=O)c1cc(OC)c(OC)c(OC)c1 | / | / | 4 | -0.1% | -2 | 6% | 4% | 0% | 6 | 0% | /
CCc1sc(C(=O)Nc2nc(C)cs2)cc1C | -13 | -2% | 3 | 0.1% | -2 | 2% | -4% | 1% | -19 | ? | 12%
Cc1ccc2[nH]c(=O)c(C(c3nnnn3Cc3ccccc3)N3CCc4ccccc43)cc2c1 (stereo unspecified) | -33* | 2% | -7 | -0.8% | 18 | -19% | 0% | 0% | -12 | 12% | 4%
COc1ccc(NC(=O)C2CCCN2S(=O)(=O)c2ccc3c(c2)CC(C)N3C(C)=O)cc1OC (stereo unspecified) | -1 | / | -13 | 0.1% | -1 | 2% | 7% | -2% | 10 | -6% | -2%
O=C(COC(=O)c1ccc(-c2nnc(-c3ccccc3)o2)cc1)c1ccccc1 | 0 | -9% | 17 | -0.2% | 0 | 1% | 7% | 3% | 12 | ? | 3%
O=c1c2ccccc2nc2ccc(NCc3cccs3)nn12 | 0 | 8% | -17 | 2.9% | 4 | 2% | 14% | -16% | -8 | ? | -2%
COc1cccc2sc(/N=C/N(C)C)nc12 | 0 | 8% | -7 | -0.8% | -1 | 6% | -7% | 5% | 2 | -1% | 1%
CN(C)S(=O)(=O)c1cccc(NC(=O)c2cc(=O)[nH]c3ccccc23)c1 | -1 | 1% | 10 | -0.2% | 2 | 1% | -14% | -9% | -7 | -1% | 0%
Cc1ccc(S(=O)(=O)NNC(=O)c2sc(NS(=O)(=O)c3ccccc3)nc2C)cc1 | 4 | / | -15 | -0.4% | 1 | 1% | -11% | 2% | 45 | 3% | -1%
CCC(C)NC(=O)C1CCN(S(=O)(=O)c2ccc3[nH]c(=O)ccc3c2)CC1 (stereo unspecified) | 5 | 0% | 1 | 0.0% | -2 | 3% | 3% | 5% | 4 | 2% | /
CCc1sc(C(=O)NC)cc1Br | -1 | -1% | 6 | / | -7 | / | / | / | -4 | / | -1%
COC(=O)[C@]1(Cc2ccccc2)N[C@H](CN(C)C(=O)Nc2ccc(Cl)cc2)[C@@H]2C(=O)N(Cc3ccccc3)C(=O)[C@@H]21 | / | / | -12 | -1.0% | 5 | -2% | 5% | 12% | ? | 8% | /
CC(C)(C)C(=O)Nc1ccccc1C(=O)NCCCn1ccnc1 | 0 | 0% | -1 | 0.1% | 20 | 0% | 11% | -1% | 12 | 4% | 1%
CCCCNC(=O)c1cc(C)nn1-c1ccccc1 | 0 | -6% | 1 | -0.8% | -10 | -1% | 12% | -1% | -13 | 4% | /
Cc1nn(-c2ccccc2)c(Cl)c1/C=N/NC(=O)OC(C)(C)C | 5 | 1% | 1 | 0.2% | -3 | 0% | -20% | 14% | 6 | 10% | 0%
CC1CN(C(=O)c2cccs2)CC(C)O1 (stereo unspecified) | -2 | 1% | -8 | 0.0% | -14 | 0% | 2% | 3% | -7 | 0% | -1%
